Compound activity as filed in PubChem BioAssay.
p-CIP stab down: lowers stability of the mouse p/CIP coactivator protein | F442A p/CIP-EGFP cells, EGFP fluorescence, 16 h | decrease of EGFP signal, % at 10 µM | 290,000 compounds, 0.01% hits;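 active means EGFP signal decrease of at least 30% at 10 µM or well 3 SD below plate mean, unless failing retest; inactive means the rest, including hits failing retest or dose response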; further: some compounds called inactive have numbers as strong as hits; many of its hits are not listed in these tables
IDE act: IDE (human) activation, cell-based; P14735; HEK cells, FAbeta-B cleavage, fluorescence polarization; 0% vehicle, 100% cell-free pure enzyme wells; activation, % at 5.96 µM; 340,000 compounds, 0.073% hits;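 active means activation above the mean of all tested compounds plus 3 SD, set per screening campaign, cut at about 17% in these data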
IMP-1 inhibitor: blocks Pseudomonas aeruginosa IMP-1 metallo-beta-lactamase; inhibition, % at 5.6 µM; AID 1556; 290,000 compounds, 0.45% hits; purified IMP-1, nitrocefin hydrolysis, epi-absorbance fluorescence;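 active means inhibition above the mean plus 3 SD of all compounds in the same screening run, cut at about 4.5% in these data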;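 further: 0% = IMP-1 with DMSO and 100% = DMSO wells lacking enzyme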
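Test system: recombinant IMP-1 enzyme, purified / Medium: HEPES buffer pH 7.1 with ZnSO4 and Brij 35 / Doses: single dose, 5.6 µM / Times: 25 °C, 15 min preincubation, 25 min reaction / Detection: Epi-absorbance via hydrolysed-nitrocefin quenching of white-plate fluorescence, 480/530 nm, EDTA stop / Evaluation: percent inhibition from optical density relative to buffer-blank wells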
FID counter: displaces DNA intercalator in HCV helicase counter-screen | inhibition, % at 7.9 µM | DNA fluorescent intercalator displacement, fluorescence | 290,000 compounds, 0.17% hits; in the data active means inhibition above about 37%;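 further: 0% = vehicle and 100% = reference compound; higher means more ethidium bromide displaced from hairpin DNA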
VIM-2 inh: inhibitors of Pseudomonas aeruginosa VIM-2 metallo-beta-lactamase. AID 1527. 290,000 compounds, 0.89% hits. purified VIM-2, nitrocefin hydrolysis, epi-absorbance fluorescence. inhibition, % at 5.6 µM;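 active means inhibition above the mean of all tested compounds plus 3 SD, cutoff set per screening run, cut at about 7.5% in these data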;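 further: red hydrolysis product quenches plate fluorescence so inhibitors raise well fluorescence; 0% = enzyme with DMSO and 100% = DMSO without enzyme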
PHOSPHO1 inh: PHOSPHO1 (human) inhibition; recombinant PHOSPHO1, absorbance phosphatase assay; inhibition, % at 13.3 µM; 290,000 compounds, 1.1% hits; AID 1565; in the data active means inhibition above about 60%
Target sequence (Q8TCT1 whole entry, looked up): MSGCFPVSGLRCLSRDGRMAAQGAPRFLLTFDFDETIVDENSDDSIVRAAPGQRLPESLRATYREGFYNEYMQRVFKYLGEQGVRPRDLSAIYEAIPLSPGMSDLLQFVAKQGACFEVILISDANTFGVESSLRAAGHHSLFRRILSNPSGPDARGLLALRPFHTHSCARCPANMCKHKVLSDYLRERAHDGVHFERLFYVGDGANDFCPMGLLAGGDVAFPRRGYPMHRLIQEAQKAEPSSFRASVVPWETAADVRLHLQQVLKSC
HCV NS3 hel inh: blocks Hepatitis C virus NS3 helicase unwinding; 290,000 compounds, 0.56% hits; NS3 helicase DNA unwinding, Cy5 molecular beacon fluorescence; inhibition, % at 10.9 µM;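 active means inhibition above the mean of all tested compounds plus 3 SD, set per campaign, cut at about 35% in these data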;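 further: 0% = DMSO wells and 100% = thioflavine S control wells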
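Compound dosing – single dose, 10.9 µM nominal final, DMSO 0.8% final · System – NS3 helicase fragment of HCV · Buffer or medium – MOPS pH 6.5, MgCl2, DTT, Tween20, BSA · Signal – Cy5 beacon fluorescence read at start and 1 h · Also added – annealed dual-labelled DNA beacon duplex, ATP-started · Schedule – 1 h at 25 °C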
SUMO HTRF inh: blocks human SUMOylation mediated by UBC9; P63279; HTRF SUMOylation assay, SAE1/SAE2 + UBC9, in vitro; inhibition, % at 35 µM; 290,000 compounds, 0.36% hits; in the data active means inhibition above about 50%, passing the limit was not always enough; inconclusive means no clear call, values can overlap the other calls; further: strong numbers were not always called active
Target sequence (P63279 whole entry, looked up): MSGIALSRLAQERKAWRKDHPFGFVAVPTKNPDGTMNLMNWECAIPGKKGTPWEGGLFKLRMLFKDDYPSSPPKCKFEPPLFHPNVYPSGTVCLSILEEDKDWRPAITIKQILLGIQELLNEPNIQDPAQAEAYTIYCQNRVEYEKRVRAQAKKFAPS
MEKK3 PB1 HTS: modulators (inhibitors or enhancers) of MEK5 binding to human MEKK3 PB1 domain; Q99759; binding response (% of control), % at 10 µM; 290,000 compounds, 1.4% hits; bead-based flow cytometry, Alexa488-MEK5 binding to MEKK3; actives lie on both sides; 0 = blocked by unlabeled MEK5, 100 = vehicle;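 active means binding response more than 3 SD above or below the average of its plate-row segment, actives on both sides; inconclusive means wells at one plate position flagged as instrument error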;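 further: Alexa488 bead fluorescence after subtracting the streptavidin-only scavenger bead signal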
Target sequence (Q99759 whole entry, looked up, the tested form may be a part): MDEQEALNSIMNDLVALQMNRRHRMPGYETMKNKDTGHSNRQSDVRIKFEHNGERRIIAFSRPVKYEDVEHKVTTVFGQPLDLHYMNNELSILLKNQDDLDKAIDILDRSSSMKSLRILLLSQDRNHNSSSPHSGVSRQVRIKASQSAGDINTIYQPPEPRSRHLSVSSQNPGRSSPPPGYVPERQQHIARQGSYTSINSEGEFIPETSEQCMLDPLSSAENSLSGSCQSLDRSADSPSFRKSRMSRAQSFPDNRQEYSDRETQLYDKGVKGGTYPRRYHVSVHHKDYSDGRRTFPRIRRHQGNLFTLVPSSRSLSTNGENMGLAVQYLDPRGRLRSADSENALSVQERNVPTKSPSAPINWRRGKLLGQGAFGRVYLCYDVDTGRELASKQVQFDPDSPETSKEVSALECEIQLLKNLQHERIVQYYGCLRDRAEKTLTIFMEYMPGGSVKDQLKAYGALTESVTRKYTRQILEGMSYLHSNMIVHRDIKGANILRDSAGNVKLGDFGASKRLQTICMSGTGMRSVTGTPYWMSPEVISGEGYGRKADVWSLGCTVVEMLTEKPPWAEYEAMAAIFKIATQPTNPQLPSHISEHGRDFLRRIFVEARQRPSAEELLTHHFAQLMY
The depositor's hits bear a star; ? = inconclusive; nt = no result given; [ ] = remark or other dose. A portion of the library (hit frequency here may not be typical).

Values in the order: p-CIP stab down	IDE act	IMP-1 inhibitor	FID counter	VIM-2 inh	PHOSPHO1 inh	HCV NS3 hel inh	SUMO HTRF inh	MEKK3 PB1 HTS
- Cn1nc(C(=O)N2CCN(C(c3ccccc3)c3ccccc3)CC2)c2ccccc2c1=O
  -4.4	0.4	0.4	-39.1	-0.3	31.5	-11.0	12.4	71.0
- CC(NC(=O)COC(=O)Cn1cnc2ccccc2c1=O)C1CC2CCC1C2 (stereo not given)
  -3.5	-1.4	-2.7	-6.8	-2.4	12.1	0.3	1.1	103.0
- O=C(Cn1cnc2ccccc2c1=O)Nc1ccc(-c2nnc3n2CCCCC3)cc1
  8.2	-12.6	-4.7	-6.4	-1.7	20.8	11.1	-5.8	104.0
- CCc1cccc(NC(=O)CSC2=NS(=O)(=O)c3ccccc32)c1
  -8.6	-2.0	-0.5	0.9	-1.6	94.2*	-2.3	16.1	101.0
- COc1ccc2c(c1)N1CCN=C1N2C
  -1.3	5.6	-5.3	6.8	-2.3	-2.2	5.2	19.1	110.0
- Cc1cc(NC(=O)CO/N=C/c2ccc3c(c2)OCO3)ccc1Br
  -8.8	3.6	-2.4	-0.7	-3.4	33.5	-13.2	3.1	99.0
- C=CCOC(=O)/C(=C\c1cccc2ccccc12)NC(=O)c1ccccc1
  -21.0	1.4	-3.1	-19.8	-1.8	-20.6	1.3	-19.0	100.0
- CCCC(c1nnnn1Cc1ccc(F)cc1)N1CCN(C)CC1 (stereo not given)
  -4.8	2.3	-4.0	-1.8	0.3	23.6	-7.0	13.6	99.0
- Cc1nn2c(-c3ccncc3)nnc2c2ccccc12
  -9.0	1.8	-6.4	-4.1	2.3	0.1	2.9	8.4	101.0
- O=C(O)CCCNC(=O)OCc1ccccc1
  -1.0	2.2	-4.2	1.3	-1.0	4.3	2.1	-19.3	105.0
- Cc1ccc(C(=O)Oc2cc(N)n(S(=O)(=O)c3ccc(F)cc3)n2)cc1
  -0.9	0.1	-4.1	-16.1	-3.5	20.0	-10.0	-8.9	101.0
- COc1ccc(CC(NC(C)=O)C(=O)NC2CCN(S(=O)(=O)c3ccc(NC(C)=O)cc3)CC2)c(OC)c1 (stereo not given)
  -5.3	4.5	-3.3	-26.1	-3.2	27.9	11.0	-1.7	101.0
- N#Cc1ccccc1OCC(=O)NCC1(N2CCCCC2)CCCCC1
  -0.5	-0.4	-3.1	6.6	-0.4	40.1	5.8	-2.8	111.0
- COc1ccc(-c2ccc(CCC(=O)O)n2CC(=O)Nc2ccccc2C)cc1
  0.5	-3.4	2.8	-30.0	0.4	28.6	7.2	20.4	102.0
- Cc1ccc(Cn2cc(S(=O)(=O)c3ccc(Cl)cc3)c(=O)c3cc(F)ccc32)cc1
  -13.9	-5.3	-3.9	-4.8	-1.9	-22.8	2.6	-10.1	132.0*
- C1CCN=C(Nc2nn[nH]n2)CC1
  2.8	2.1	-2.0	-1.6	-0.9	-46.3	-12.0	5.1	104.0
- CC1CC2OC(=O)C3(C)CCCC(C)(C23)C1(O)CCc1ccoc1 (stereo not given)
  0.9	4.4	-2.4	-11.7	-2.1	24.6	-0.4	3.2	98.0
- Cc1ccc(OC(C)C(=O)Nc2cc(C)on2)cc1 (stereo not given)
  -3.9	3.9	-0.9	-3.0	0.1	14.7	-0.3	12.0	103.0
- COc1ccccc1OCCn1cc(/C=N/NC(=O)c2ccncc2)c2ccccc21
  -11.2	0.9	-2.3	-32.0	-5.7	60.5*	5.1	9.9	106.0
- O=C(COc1ccccc1)NCC(=O)N/N=C/c1ccc(O)cc1O
  -8.8	6.1	-1.6	-5.7	-0.1	34.3	6.9	24.1	87.0
- COc1ccccc1NC(=O)CN1CCN(CC(=O)Nc2ccc(Cl)c(C(F)(F)F)c2)CC1
  -6.6	-0.1	-2.1	-4.8	-2.5	31.5	-14.4	-13.4	107.0
- COc1ccccc1/C=N/Nc1cc(C)nc(N2CCOCC2)n1
  -3.1	-0.7	1.4	-2.0	2.6	18.8	-0.4	22.9	?
- NS(=O)(=O)c1ccc(CNC(=O)C(c2ccccc2)c2ccccc2)cc1
  1.5	-3.0	-2.8	-1.3	-1.2	5.3	3.4	-4.7	105.0
- O=C(NC(=S)Nc1ccccc1[N+](=O)[O-])c1cncc(Br)c1
  -8.2	-5.5	-3.1	2.9	-2.1	-12.5	2.1	4.4	106.0
- COC(=O)c1c(NC(=O)CCC(=O)O)sc(Cc2ccccc2)c1C
  -1.0	0.7	-3.0	-27.3	-0.4	38.3	-3.4	4.2	97.0
- O=[N+]([O-])c1ccccc1/C=N/Nc1nc(N2CCCC2)nc(N2CCCC2)n1
  -9.4	-1.4	-4.6	-21.1	-5.7	20.5	-12.2	7.5	93.0
- COc1ccccc1C(=O)NN1C(=O)/C(=C/c2cccn2C)SC1=S
  -3.7	nt	-2.0	4.1	-1.9	-4.4	3.3	25.2	98.0
- COc1ccc(-c2cc(=O)oc3cc(OCC(=O)NCc4ccccn4)ccc23)cc1
  -16.5	3.7	-3.6	-36.4	1.2	13.5	9.0	29.8	101.0
- Cc1ccc(C(=O)N/C(=C/c2ccco2)C(=O)NCCc2c[nH]c3ccccc23)cc1C
  -9.7	2.2	-3.0	-19.3	-2.8	47.3	-6.0	3.6	73.0*[inhibitor]
- Cc1cc(C)cc(OCC(=O)Nc2ccc3c(c2)OCO3)c1
  -16.1	4.3	-3.6	-8.5	-2.6	32.8	4.3	3.8	97.0
- CC(C)c1c(O)c2c(n(-c3ccccc3)c1=O)CCCC2
  2.7	6.1	-2.3	-0.5	-3.3	2.4	2.8	-10.1	113.0
- CN(C)c1ccc(S(=O)(=O)N2CCCCC2)cc1NC(=O)C1=COCCO1
  -22.7	2.7	-1.2	-27.9	-3.2	17.4	5.1	-0.5	104.0
- Cc1ccccc1N(C)C(=O)c1coc(=O)c2ccccc12
  -16.0	7.3	1.5	-3.1	2.9	13.5	-20.0	-10.0	116.0
- COc1cc2[nH]c(=S)n(CC3CCCO3)c(=O)c2cc1OC (stereo not given)
  -6.3	0.4	-4.8	-9.0	-5.8	1.3	4.4	1.7	104.0
- CC(=O)c1cccc(NC(=S)N2CCC(Cc3ccccc3)CC2)c1
  -5.1	-0.4	-1.8	-12.9	-3.1	20.0	4.9	-18.8	101.0
- COC(=O)c1ccc(Cl)c(NC(=O)CN(c2ccc(OC)cc2)S(=O)(=O)c2ccccc2)c1
  nt	7.0	-1.6	-20.5	-4.4	nt	-12.8	nt	99.0
- O=C(CSc1nnc(-c2ccc(S(=O)(=O)N3CCOCC3)cc2)o1)c1ccccc1F
  -2.9	3.0	-3.2	1.0	-2.1	32.3	3.6	21.8	99.0
- COc1cccc(CC(=O)Nc2nc(-c3cc(OC)ccc3OC)cs2)c1
  -5.5	-6.7	-3.0	-13.5	-2.1	20.5	1.3	-17.9	114.0
- CN1CCN(C(=O)C2CCCN(S(=O)(=O)c3ccc(F)cc3)C2)CC1 (stereo not given)
  5.4	2.4	-2.0	7.2	-0.3	43.7	7.8	5.6	100.0
- Cc1cccc(Nc2nc(-c3ccc(O)cc3O)cs2)n1
  -22.5	-7.4	-4.2	5.0	-3.2	-3.4	-3.8	4.9	106.0

Part of the list above, limited to IDE act and VIM-2 inh.
SMILES	IDE act	VIM-2 inh
COC(=O)c1c(NC(=O)CCC(=O)O)sc(Cc2ccccc2)c1C	0.7	-0.4
COc1cc2[nH]c(=S)n(CC3CCCO3)c(=O)c2cc1OC (stereo not given)	0.4	-5.8
O=[N+]([O-])c1ccccc1/C=N/Nc1nc(N2CCCC2)nc(N2CCCC2)n1	-1.4	-5.7

Continuation.
Values in the order: p-CIP stab down	IDE act	IMP-1 inhibitor	FID counter	VIM-2 inh	PHOSPHO1 inh	HCV NS3 hel inh	SUMO HTRF inh	MEKK3 PB1 HTS
- CCCCCCCCNc1nc(Cl)nc(NCc2ccco2)n1
  -0.5	-1.2	-2.5	-3.9	0.8	-4.6	4.1	16.9	93.0
- Cc1nn(Cc2ccccc2Cl)c(C)c1N
  -4.8	5.1	-2.1	-1.7	1.4	42.0	-3.7	-2.3	nt
- O=C(Nc1ccc(S(=O)(=O)N2CCOCC2)cc1)C1CC1
  -17.9	-0.2	-0.7	-1.9	0.6	17.4	-6.6	20.8	100.0
- COc1ccc(CN2CC(=O)N(c3cc(Cl)ccc3OC)C2=S)cc1OC
  -1.7	2.4	-1.5	-29.0	-0.7	20.3	-12.7	15.2	104.0
- O=C(CSc1cccc2cccnc12)N/N=C/c1ccncc1
  2.7	7.9	-5.6	-19.1	-2.6	-0.4	1.9	4.4	95.0
- CN1CCN(c2ccc(C(=O)c3cn(-c4ccc(F)c(Cl)c4)nn3)cc2)CC1
  -1.3	5.2	-2.2	8.7	0.7	10.8	-3.7	19.2	100.0
- O=C(CN1CCN(S(=O)(=O)c2ccc3ccccc3c2)CC1)NC(=O)NC1CCCCC1
  -11.3	-0.8	-4.8	-31.4	-1.9	-1.2	-4.0	-20.1	93.0
- Cc1ccc(-n2ncc3c(=O)[nH]c(SCC(=O)N4CCCC4)nc32)cc1C
  2.4	5.3	0.2	-7.4	0.1	-8.6	15.3	0.4	78.0
- COc1ccccc1N1CCN(C(=O)c2ccc3[nH]c4c(c3c2)CC(C)CC4)CC1 (stereo not given)
  -1.2	-1.5	-1.0	-14.0	-2.7	-22.6	9.3	-10.8	97.0
- Cc1nn(-c2ccccc2)c(C)c1/C=N/NC(=O)c1cc(C(C)(C)C)[nH]n1
  -0.2	5.3	0.9	-23.8	1.4	14.1	2.5	-6.3	100.0
- CCOC(=O)c1cccc(NC2c3ccccc3C(=O)N2Cc2ccco2)c1 (stereo not given)
  -17.0	-5.1	-0.3	-26.8	-1.0	-2.0	-9.5	3.5	100.0
- CC(C)(C)OC(=O)N1CCC[C@H]1C(=O)N/N=C/c1ccc2nccnc2c1
  -11.7	6.2	-2.2	-12.8	-1.1	32.7	-7.5	10.0	99.0
- O=C(NCC1CCCO1)c1cc2ccccc2o1 (stereo not given)
  -17.5	5.1	-1.9	-2.7	-3.5	22.6	-1.5	2.0	103.0
- COc1cccc(-c2cc(C(=O)O)[nH]n2)c1
  -10.8	2.8	-3.3	-3.1	-2.6	37.3	-4.8	2.8	nt
- CC1CCCN(S(=O)(=O)c2ccc3c(c2)n(C)c(=O)c(=O)n3C)C1 (stereo not given)
  -2.8	-0.2	0.0	-4.8	1.2	46.6	9.9	-0.7	56.0

2 of the compounds above, field by field:
mol: Cc1ccc(-n2ncc3c(=O)[nH]c(SCC(=O)N4CCCC4)nc32)cc1C
  p-CIP stab down = 2.4
  IDE act = 5.3
  IMP-1 inhibitor = 0.2
  FID counter = -7.4
  VIM-2 inh = 0.1
  PHOSPHO1 inh = -8.6
  HCV NS3 hel inh = 15.3
  SUMO HTRF inh = 0.4
  MEKK3 PB1 HTS = 78.0

mol: COc1ccccc1N1CCN(C(=O)c2ccc3[nH]c4c(c3c2)CC(C)CC4)CC1 (stereo not given)
  p-CIP stab down = -1.2
  IDE act = -1.5
  IMP-1 inhibitor = -1.0
  FID counter = -14.0
  VIM-2 inh = -2.7
  PHOSPHO1 inh = -22.6
  HCV NS3 hel inh = 9.3
  SUMO HTRF inh = -10.8
  MEKK3 PB1 HTS = 97.0
